FUS yeast rescue: qHTS for Suppressors of FUS Proteinopathy: Primary screen using FUS-linked yeast assay; S. cerevisiae FUS-expressing, growth rescue, OD600, 24 h; Potency, µM (top dose mostly 76.6 µM), for the others: top-dose growth rescue (activation), hits mostly activators; hit rate 0.24% among 390,000;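 also: potency is read from the fitted curve at half-maximal effect; plate controls were DMSO vehicle for no effect and reference control for full effect; nearly all actives have a fitted effect of over 55% in size; some results filed as inactive show a strong effect at the top dose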
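Read-out: OD at 600 nm after 24hr at 30C, reporting rescue of FUS-induced yeast toxicity. Cells at OD 0.005 in galactose (2%) minimal medium; compounds tested in a dilution series; CP55940 titration from 92uM final as control.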
Abeta yeast res: qHTS for compounds that reverse cellular toxicity of Amyloid beta (A-beta) peptide in yeast: Primary Screen; yeast expressing A-beta42, growth rescue, OD600, 48 h; response scale: 0% DMSO, 100% iron-clioquinol control; Potency, µM (highest dose often 46.1 µM), without a hit: at the highest dose growth rescue, actives largely listed as activators; hit rate 0.063% among 410,000; also: potency is read from the fitted curve at half-maximal effect; nearly all actives have a fitted effect of over 55% in size
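Yeast A-beta toxicity model in growth medium with pinned compounds, 48 h at 30 C; growth read as absorbance at 600 nm. Normalized to FeCl3/clioquinol equimolar mix (positive) and DMSO (negative).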
PLK1 PBD inh: qHTS for Inhibitors of PLK1-PDB (polo-like kinase 1 - polo-box domain): Primary Screen; AID 720504, 2013; hit rate 2.8% among 360,000; Potency, µM, without a hit: max response, negative = inhibition, usual class: inhibitors; Plk1 PBD binding of FITC phosphopeptide, fluorescence polarization; Serine/threonine-protein kinase PLK1 (Homo sapiens), P53350; also: potency is read from the fitted curve at half-maximal effect; series mostly up to about 57 µM; % is scaled to controls: 0 for no effect and ±100 for the full control effect; nearly all actives have a fitted effect of over 65% in size
Target sequence (P53350 whole entry, looked up, the tested form may be a part): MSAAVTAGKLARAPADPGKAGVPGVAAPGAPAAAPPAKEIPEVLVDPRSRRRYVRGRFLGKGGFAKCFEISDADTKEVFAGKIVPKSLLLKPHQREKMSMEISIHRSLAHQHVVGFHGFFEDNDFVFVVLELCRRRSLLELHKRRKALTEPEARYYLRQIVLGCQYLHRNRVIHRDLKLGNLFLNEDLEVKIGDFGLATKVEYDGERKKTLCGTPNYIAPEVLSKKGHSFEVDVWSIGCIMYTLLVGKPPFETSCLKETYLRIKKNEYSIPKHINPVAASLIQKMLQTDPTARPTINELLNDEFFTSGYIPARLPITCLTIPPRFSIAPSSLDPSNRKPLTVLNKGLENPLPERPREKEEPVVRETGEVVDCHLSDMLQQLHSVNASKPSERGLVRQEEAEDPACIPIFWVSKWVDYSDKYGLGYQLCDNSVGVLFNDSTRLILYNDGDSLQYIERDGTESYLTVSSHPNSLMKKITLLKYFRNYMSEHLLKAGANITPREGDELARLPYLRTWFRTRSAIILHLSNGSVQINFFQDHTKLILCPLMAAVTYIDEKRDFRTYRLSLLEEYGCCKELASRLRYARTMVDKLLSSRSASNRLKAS
EPAC1 agonist: qHTS for Agonist of cAMP-regulated guanine nucleotide exchange factor 3 (EPAC1): primary screen; Rap guanine nucleotide exchange factor 3 (Homo sapiens), O95398; EPAC1 agonist qHTS, biochemical assay; response scale: 100% = response to 6.5 mM cAMP; Potency, µM (doses to about 154 µM), for the others: top-dose activation, actives largely listed as activators; hit rate 0.073% among 360,000; also: potency is read from the fitted curve at half-maximal effect; nearly all actives have a fitted effect of over 60% in size
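Nucleotide exchange assay: 100 nM EPAC1 with 250 nM Rap1B loaded with BODIPY-GDP and 50 uM GDP, room temperature. Fluorescence (480/540 nm) read every 5 min for 30 min; signal change normalized to 6.5 mM cAMP as full agonist.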
IL2 activator: qHTS of IL-2 Activators | IL-2 activation reporter assay, cell-based qHTS; stimulated with anti-CD3/CD4/CD28 beads; in transgenic mouse T cells | activation, % (series mostly up to about 46 µM) | hit rate 0.065% among 360,000 | AID 652025, 2013; in the data active = activation above about 50%; inconclusive = mostly about 30% to 49%; also: 0% is about no effect
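Using fluorescent plate cytometry, EGFP and DsRed are detected in transgenic mouse T cells stimulated 18 h at 37 degrees C with antibody-coated beads after 60 min compound pretreatment.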
WRN helicase inh: qHTS for Inhibitors of WRN Helicase | Bifunctional 3'-5' exonuclease/ATP-dependent helicase WRN (Homo sapiens), Q14191 | WRN helicase unwinding, fluorescent forked duplex, kinetic | Potency, µM (titrated, usually from 114 µM), for inactives: at the top dose activity change, negative = inhibition, actives largely listed as inhibitors | hit rate 0.46% among 360,000; also: potency is read from the fitted curve at half-maximal effect; % is scaled to controls: 0 for no effect and ±100 for the full control effect; nearly all actives have a fitted effect of over 55% in size
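Enzyme (20 nM final) and test compound sit together 15 min at room temperature before substrate addition. Substrate is a single-forked duplex oligonucleotide (100 nM) labelled with fluorophore and quencher, with 2 mM ATP; helicase unwinding raises red fluorescence, read kinetically.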
EPAC1 antag: qHTS for Antagonist of cAMP-regulated guanine nucleotide exchange factor 3 (EPAC1): primary screen; Potency, µM (highest dose often 115 µM), for the others: at the highest dose activity change, negative = inhibition, actives largely listed as inhibitors; EPAC1 GEF assay, Rap1b-BODIPY-GDP exchange fluorescence; hit rate 0.14% among 360,000;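 also: potency is read from the fitted curve at half-maximal effect; plate controls were vehicle for no effect and positive control for full effect; nearly all actives have a fitted effect of over 50% in size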
PI5P4Ka inh: qHTS for Inhibitors of phosphatidylinositol 5-phosphate 4-kinase (PI5P4K); PI5P4Kalpha enzyme, ADP-Glo luminescence, 60 min; stronger effect = lower value; AID 652105, 2013; max response, %; hit rate 1.2% among 330,000; Phosphatidylinositol 5-phosphate 4-kinase type-2 alpha (Homo sapiens), P48426; active = max response of -50% or lower; inconclusive = between -30% and -50%; inactive = -30% or higher; also: value at the top dose of about 77 µM; % is scaled to controls: 0 for no effect and ±100 for the full control effect
Target sequence (P48426 whole entry, looked up): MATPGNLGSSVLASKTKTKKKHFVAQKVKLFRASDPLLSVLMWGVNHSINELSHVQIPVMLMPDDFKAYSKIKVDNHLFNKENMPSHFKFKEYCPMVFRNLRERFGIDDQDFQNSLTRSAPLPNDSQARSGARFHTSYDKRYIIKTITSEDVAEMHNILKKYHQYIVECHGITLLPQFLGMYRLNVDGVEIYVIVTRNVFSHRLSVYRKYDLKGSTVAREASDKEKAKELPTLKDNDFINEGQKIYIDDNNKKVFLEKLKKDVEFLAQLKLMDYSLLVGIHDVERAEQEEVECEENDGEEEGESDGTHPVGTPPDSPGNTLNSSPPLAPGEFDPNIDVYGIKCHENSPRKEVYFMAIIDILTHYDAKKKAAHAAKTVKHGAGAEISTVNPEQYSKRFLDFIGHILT
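Compounds were pin-transferred onto PI5P4Kalpha and substrate in HEPES pH 7.4 buffer with EGTA, CHAPS and 5% DMSO. ATP (5 microM final) started the reaction, which ran 60 minutes at room temperature before ADP-Glo detection.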
* = called active by the depositor; [ ] = dose if it differs, or a comment. Unless noted, calls follow the shape of the dose curve; as a rule, active = well fitted curve in the direction sought with a large enough effect; inconclusive = small, poorly fitted or top-dose-only effect, or another doubt; inactive = no such curve, though single readings can be large; an effect the other way counts as inactive or inconclusive.

What do the screens show for `O=C(NCCCN1CCCC1=O)Nc1ccc(Br)cc1Cl`?
FUS yeast rescue: 6%; Abeta yeast res: -2%; PLK1 PBD inh: -3%; EPAC1 agonist: 9%; IL2 activator: -0.9; WRN helicase inh: -7%; EPAC1 antag: 3%; PI5P4Ka inh: 3

Results for COc1ccccc1CNC(=O)CN1C(=O)NC(Cc2ccccc2)(c2ccccc2)C1=O (stereo unspecified) ?
FUS yeast rescue: 21%; Abeta yeast res: 21%; PLK1 PBD inh: -1%; EPAC1 agonist: 1%; IL2 activator: -0.5; WRN helicase inh: -11%; EPAC1 antag: -25%; PI5P4Ka inh: 3

What do the screens show for `O=Cc1c(NCCCN2CCCC2=O)c2ccccc2[nH]c1=O`?
FUS yeast rescue: 8%; Abeta yeast res: 0%; PLK1 PBD inh: inconclusive; EPAC1 agonist: 0%; IL2 activator: 3.5; WRN helicase inh: -10%; EPAC1 antag: 16%; PI5P4Ka inh: 0

How did CCCOC(=O)c1ccc(Oc2coc3c(CN(CC)CC)c(O)ccc3c2=O)cc1 do in these assays?
FUS yeast rescue: 39%; Abeta yeast res: -4%; PLK1 PBD inh: -3%; EPAC1 agonist: 7%; IL2 activator: -1.2; WRN helicase inh: 6%; EPAC1 antag: 11%; PI5P4Ka inh: -10

What do the screens show for `Cc1cc(NS(=O)(=O)c2ccc(NC(=O)c3cc4cc(Br)ccc4oc3=O)cc2)no1`?
FUS yeast rescue: -12%; Abeta yeast res: -10%; PLK1 PBD inh: inconclusive; EPAC1 agonist: -8%; IL2 activator: 1.6; WRN helicase inh: 6%[57.1 µM]; EPAC1 antag: -28%; PI5P4Ka inh: -2

What do the screens show for `Cc1cc(C)n2nc(C(F)(F)F)c(-c3ccccc3)c2n1`?
FUS yeast rescue: 2%; Abeta yeast res: -5%; PLK1 PBD inh: -6%; EPAC1 agonist: -12%; IL2 activator: -1.2; WRN helicase inh: -4%; EPAC1 antag: 2%; PI5P4Ka inh: 2

How did O=C1CC2(CCN(C(=O)C(=O)c3c[nH]c4ccccc34)CC2)Oc2ccccc21 do in these assays?
FUS yeast rescue: 1%; Abeta yeast res: 5%; PLK1 PBD inh: inconclusive; EPAC1 agonist: -6%; IL2 activator: -3.9; WRN helicase inh: -2%; EPAC1 antag: -5%; PI5P4Ka inh: 4

What do the screens show for `Cc1ccc(N2C(=O)c3ccc(C(=O)N4CCN(c5ccc(C)c(C)c5)CC4)cc3C2=O)cc1`?
FUS yeast rescue: 37%; Abeta yeast res: 8%; PLK1 PBD inh: -7%; EPAC1 agonist: -1%; IL2 activator: 1.0; WRN helicase inh: 0%; EPAC1 antag: -4%; PI5P4Ka inh: 2

Results for Cc1cc(C(=O)COC(=O)CNC(=O)c2ccccc2)c(C)n1CC1CCCO1 (stereo unspecified) ?
FUS yeast rescue: 28%; Abeta yeast res: -4%; PLK1 PBD inh: -9%; EPAC1 agonist: 0%; IL2 activator: -4.9; WRN helicase inh: inconclusive; EPAC1 antag: 9%; PI5P4Ka inh: -11

What do the screens show for `Nc1ccccc1C(=O)NNc1ncc(C(F)(F)F)cc1Cl`?
FUS yeast rescue: 4%; Abeta yeast res: inconclusive; PLK1 PBD inh: -3%; EPAC1 agonist: 3%; IL2 activator: 1.5; WRN helicase inh: -6%; EPAC1 antag: 10%

Results for Cc1noc(/C=C/N(C)C)c1S(=O)(=O)N(C)Cc1ccc(F)cc1 ?
FUS yeast rescue: 40%; Abeta yeast res: -37%[inhibitor]; PLK1 PBD inh: -6%; EPAC1 agonist: 3%; IL2 activator: -2.1; WRN helicase inh: -9%; EPAC1 antag: -20%; PI5P4Ka inh: -5

Results for Cc1c(C(=O)NCc2cccc(Cl)c2)sc(=O)n1Cc1cccc(F)c1 ?
FUS yeast rescue: 28%; Abeta yeast res: 2%; PLK1 PBD inh: -13%; EPAC1 agonist: -12%; IL2 activator: 0.2; WRN helicase inh: -10%[57.1 µM]; EPAC1 antag: -9%; PI5P4Ka inh: 0

What do the screens show for `O=c1c2[nH]c3ccc(F)cc3c2ncn1CCN1CCN(Cc2ccccc2)CC1`?
FUS yeast rescue: -21%; Abeta yeast res: -10%; PLK1 PBD inh: 0%; EPAC1 agonist: 4%; IL2 activator: 1.6; WRN helicase inh: -7%; EPAC1 antag: -11%; PI5P4Ka inh: -2

What do the screens show for `CCOc1ccccc1-c1noc(CCC(=O)Nc2cccnc2)n1`?
FUS yeast rescue: 24%; Abeta yeast res: -2%; PLK1 PBD inh: -18%; EPAC1 agonist: 3%; IL2 activator: -0.3; WRN helicase inh: 7%; EPAC1 antag: -8%; PI5P4Ka inh: 1

Results for C/C(=N\NS(=O)(=O)c1ccc(Br)cc1)c1ccncc1 ?
FUS yeast rescue: -17%; Abeta yeast res: 12%; PLK1 PBD inh: 5.3µM*; EPAC1 agonist: 9%; IL2 activator: -1.5; WRN helicase inh: 6%; EPAC1 antag: -4%; PI5P4Ka inh: 5

What do the screens show for `CC(C)OCCOc1ccc2oc(-c3ccco3)cc(=O)c2c1`?
FUS yeast rescue: 20%; Abeta yeast res: -2%; PLK1 PBD inh: -9%; EPAC1 agonist: 4%; IL2 activator: -0.6; WRN helicase inh: -19%; EPAC1 antag: 7%; PI5P4Ka inh: inconclusive

How did COc1ccccc1C(=O)NCC(=O)NCCc1ccc(Cl)cc1 do in these assays?
FUS yeast rescue: 32%; Abeta yeast res: 9%; PLK1 PBD inh: -5%; EPAC1 agonist: 7%; IL2 activator: 1.4; WRN helicase inh: 2%; EPAC1 antag: -2%; PI5P4Ka inh: 1

How did Cn1cnnc1SCNC(=O)C(F)(F)F do in these assays?
FUS yeast rescue: -12%; Abeta yeast res: 10%; PLK1 PBD inh: -2%; EPAC1 agonist: -4%; IL2 activator: -0.7; WRN helicase inh: -9%; EPAC1 antag: 18%

What do the screens show for `O=C(O)CCCCCNC(=O)CCn1nnc2ccccc2c1=O`?
FUS yeast rescue: 13%; Abeta yeast res: 2%; PLK1 PBD inh: -7%; EPAC1 agonist: -7%; IL2 activator: -1.4; WRN helicase inh: -7%; EPAC1 antag: -19%; PI5P4Ka inh: 1

Results for O=C(CN1CCN(c2ccc(F)cc2)CC1)NC(=O)NCc1ccco1 ?
FUS yeast rescue: 31%; Abeta yeast res: -23%; PLK1 PBD inh: -3%; EPAC1 agonist: -4%; IL2 activator: 4.8; WRN helicase inh: -10%; EPAC1 antag: -9%; PI5P4Ka inh: -22

How did CC(=O)OC(/C(O)=C(\C#N)c1nc2ccccc2[nH]1)c1ccccc1 (stereo unspecified) do in these assays?
FUS yeast rescue: 4%; Abeta yeast res: 13%; PLK1 PBD inh: -6%; EPAC1 agonist: 5%; IL2 activator: -0.5; WRN helicase inh: -15%[57.1 µM]; EPAC1 antag: 2%

Results for CCCCCN(C(=O)CCC(=O)OCc1ccc(C(C)C)cc1)c1c(N)n(CCCC)c(=O)[nH]c1=O ?
FUS yeast rescue: 49%; Abeta yeast res: 7%; PLK1 PBD inh: -6%; EPAC1 agonist: inconclusive; IL2 activator: -1.1; WRN helicase inh: -8%; EPAC1 antag: -2%; PI5P4Ka inh: 8

How did CCOC(=O)c1c(NC(=O)CCC(=O)NCc2ccco2)sc2c1CCCC2 do in these assays?
FUS yeast rescue: 27%; Abeta yeast res: 21%; PLK1 PBD inh: -11%; EPAC1 agonist: -10%; IL2 activator: -3.8; WRN helicase inh: -1%; EPAC1 antag: 14%; PI5P4Ka inh: 1

Results for COC(=O)C(C(=O)Nc1nc2ccccc2s1)C1CCCC1 (stereo unspecified) ?
FUS yeast rescue: 4%; Abeta yeast res: 26%; PLK1 PBD inh: -1%; EPAC1 agonist: 5%; IL2 activator: -0.7; WRN helicase inh: -2%; EPAC1 antag: -7%; PI5P4Ka inh: 15

Results for O=C(O)CCn1c(SCc2ccccc2)nc2ccccc21 ?
FUS yeast rescue: 6%; Abeta yeast res: 9%; PLK1 PBD inh: 2%; EPAC1 agonist: 6%; IL2 activator: -0.6; WRN helicase inh: -5%; EPAC1 antag: 8%

How did Cc1ccc(S(=O)(=O)NC(=O)C2(C)CCN2C(=O)CC2CCCCC2)nc1 (stereo unspecified) do in these assays?
FUS yeast rescue: -14%; Abeta yeast res: -3%; PLK1 PBD inh: -10%; EPAC1 agonist: 7%; IL2 activator: 2.8; WRN helicase inh: -5%; EPAC1 antag: -4%; PI5P4Ka inh: -3

How did CCOC(=O)c1csc(COc2ccccc2Cl)n1 do in these assays?
FUS yeast rescue: 0%; Abeta yeast res: 5%; PLK1 PBD inh: -10%; EPAC1 agonist: -6%; IL2 activator: -0.6; WRN helicase inh: -4%; EPAC1 antag: 2%; PI5P4Ka inh: -3

Results for COc1cc(OC)cc(C(=O)N/N=C/c2ccc(OC)c(COc3ccc(F)cc3)c2)c1 ?
FUS yeast rescue: 29%; Abeta yeast res: 17%; PLK1 PBD inh: 5%; EPAC1 agonist: -6%; IL2 activator: 0.1; WRN helicase inh: -7%; EPAC1 antag: -1%; PI5P4Ka inh: 1

Results for COc1cccc(C2CC(=O)NC(SC)=C2C#N)c1 (stereo unspecified) ?
FUS yeast rescue: 1%; Abeta yeast res: -15%; PLK1 PBD inh: -4%; EPAC1 agonist: -9%; IL2 activator: -2.9; WRN helicase inh: -3%; EPAC1 antag: 1%; PI5P4Ka inh: 1

What do the screens show for `COc1cc(CNCc2ccccn2)ccc1OCc1cccc(Cl)c1`?
FUS yeast rescue: 3%; Abeta yeast res: 10%; PLK1 PBD inh: 3%; EPAC1 agonist: 9%; IL2 activator: -2.7; WRN helicase inh: 0%[57.1 µM]; EPAC1 antag: 4%

What do the screens show for `Cc1ccnc(NC(=O)CCC2CCCCC2)c1`?
FUS yeast rescue: 10%; Abeta yeast res: 26%; PLK1 PBD inh: -4%; EPAC1 agonist: 1%; IL2 activator: -1.7; WRN helicase inh: 4%; EPAC1 antag: 7%
